H9c2 TAG inh: inhibitors of triacylglycerol accumulation | H9c2 cells, Nile Red lipid (TAG) fluorescence; cells loaded with 200 µM oleic acid | inhibition, % at 12.5 µM | actives 0.66% (n = 230,000) | AID 651582;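 active = pattern-corrected inhibition of lipid staining of at least 50% with the nuclear-stain viability signal not falling by more than 50%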;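 also: 0% = DMSO wells and 100% = triacsin C control wells; some results filed as inactive read as strong as hits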
H9c2 TAG inh DAPI viability: further read-out of H9c2 TAG inh, marked with its call; DAPI nuclei signal change (viability), lower = more cytotoxic, %;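 whole-well DAPI fluorescence read on a plate reader as a viability signal; minus 50 percent equals half of cells still viable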
* marks the source's active call; other numbers are inactive results. This is a subset, so the mix of outcomes need not match the whole.

molecule	H9c2 TAG inh	H9c2 TAG inh DAPI viability
O=S(=O)(NCC1CCCO1)c1ccc2c(c1)OCCO2 (stereo not given)	4	-6
Cc1ccc(S(=O)(=O)NN=Cc2cc(Cl)ccc2O)cc1	7	15
COc1ccc(C/C(=N\O)c2ccc(OC)cc2)cc1	18	-8
CCCc1nc(N)nc2c1C(=O)CC(C)(C)C2	-4	-6
COC(=O)c1cc(=O)n(CCc2ccc(OC)c(OC)c2)c(=Nc2ccc(F)c(Cl)c2)s1	23	-56
O=C(Nc1ccc2c(c1)OCO2)C1CC(c2ccc(F)cc2)=NO1 (stereo not given)	8	-3
CCCCN(C)C(=O)c1sc(=O)n(Cc2cc(Cl)ccc2OC)c1C	11	6
O=C(NCc1ccccc1)C(c1ccccc1)N(Cc1cccs1)C(=O)c1cnccn1 (stereo not given)	16	1
CCn1c(/C=C/c2cc[n+](C)cc2)nc2ccccc21	10	21
O=C(c1cccc(C(F)(F)F)c1)N1CCC(=O)N(C(CO)Cc2ccccc2)CC1 (stereo not given)	1	-1
Brc1ccc(N=Cc2ccccn2)cc1	5	7
Cc1ccc(C(=O)N2CCOCC2)cc1S(=O)(=O)N1CCCCC1	-4	1
CN(CC(=O)Nc1ccccc1Cl)C(=O)Cn1cc(C(F)(F)F)ccc1=O	3	1
CC(C)c1ncc(C(O)c2cccc3ccccc23)n1C (stereo not given)	-5	7
COCc1ccc(O)c2ncccc12	100*	-46*
C1CC1C(=NN=C(C1CC1)C1CC1)C1CC1	-15	-1
CC(C)(C)OC(=O)NCCCCc1cn(CC(=O)N2CCN(C(=O)OC(C)(C)C)CC2)nn1	-7	-14
O=C(Nc1cccc2c1CCCC2)c1cc(C2CCCCN2C(=O)c2cccs2)on1 (stereo not given)	-3	7
CCC12CSc3nc(Cl)ccc3N1C(=O)C(=O)N2C (stereo not given)	-15	4
CC(=O)N(c1cccc(Cl)c1)c1nc(C)cc(C)c1C#N	4	-6
CN(C)S(=O)(=O)c1cccc(C(=O)OCC(=O)c2c(N)n(C)c(=O)n(C)c2=O)c1	7	-7
CC1CN(C)C(C)CC1NCc1ccc2c(c1)OCO2 (stereo not given)	16	-6
CCOc1ccc(CCNC(=O)CN2CCN(Cc3ccccc3F)C2=O)cc1OCC	60*	-4.5*
CCCCCCn1c(N2CCN(c3cccc(Cl)c3)CC2)nc2c1c(=O)[nH]c(=O)n2C	32	1
Cc1ccc(N(CC(=O)N2CCCCCC2)S(C)(=O)=O)c(C)c1	-13	-7
O=S(=O)(c1ccccc1C(F)(F)F)N1C=CC(C(F)(F)F)=NCC1	13	0
CO/N=C(\Cn1ncc(N2CCCC2)c(Br)c1=O)c1ccc(Cl)cc1	-52	-7
Cc1nn(Cc2cccc(C(=O)NN)c2)c(C)c1Cl	3	4
O=C1CCCC(=O)C1C1c2ccccc2CCN1C(=O)CCl (stereo not given)	-2	0
CC1CCN(C(CNS(=O)(=O)c2ccccc2)c2ccccc2)CC1 (stereo not given)	11	-19
COc1ccnc(CN(C)C(=O)C2CCC(=O)N(Cc3cccc(C(F)(F)F)c3)C2)c1 (stereo not given)	-4	-8
CCOC1(/N=C(\C)NS(=O)(=O)c2ccc(Cl)cc2)C(C)=CC(=O)C=C1C	-6	1
COCCn1cnc2c(c1=O)c1nc3ccccc3nc1n2/N=C/c1cccc(OC)c1	27	1
COc1ccc(S(=O)(=O)N2CCOCC2)cc1NC(=O)COC(=O)CCS(=O)(=O)c1ccc(C)cc1	16	-3
Cc1cc(N2CCCC2)nc2c(C)cccc12	1	12
C#Cc1cccc(NC(=O)CSc2nnc(-c3ccc(C(F)(F)F)cn3)o2)c1	0	1
CCN1CCCC1CNC(=O)Cn1ncc2c(=O)oc3ccc(C)cc3c21 (stereo not given)	0	-2
COc1ccc(C(F)(F)F)cc1N/C=C/c1nnnn1-c1ccc2ccccc2c1	-4	10
CN(C)CCNC(=O)c1cccc(-c2cccc3nncn23)c1	11	-5
C=CCN(c1ccccc1OC)S(=O)(=O)c1cccc(C(=O)NC2=NCCS2)c1	10	-3
CN(C)c1nc(N)nc(CSc2nnnn2C)n1	-2	0
Cc1cc(C)n(C(=O)c2cccc(S(=O)(=O)N3CCCCC3)c2)n1	-3	3
CC(C)CN(C1CCS(=O)(=O)C1)S(=O)(=O)c1ccc(C(C)C)cc1 (stereo not given)	-6	5
CCOCCc1nnc(NC(=O)CSc2ccccc2)s1	-10	-4
COC(=O)CCCC(=O)N1CCCC(CNS(=O)(=O)c2ccc(OC)cc2)C1 (stereo not given)	4	4
Cc1cccc(C)c1Cn1c(C)c(C(=O)NCc2ccc(C#N)cc2)sc1=O	4	-12
COCCNC(=O)C(OC(=O)c1ccco1)c1ccccc1F (stereo not given)	4	44
O=C(CSc1nc2ccccc2o1)NCC(=O)c1ccccc1	-3	4
CCOC(=O)C1CCN(C2CC(=O)N(c3ccc(OCC)cc3)C2=O)CC1 (stereo not given)	-1	-1
COc1ccc(S(=O)(=O)N2CCC(C(=O)N[C@@H](C)C(=O)N3CCCC3)CC2)cc1	-11	3
COc1ccccc1NC(=S)N1CCCc2ccccc21	-20	-4
N/C(=N\OC(=O)CN1C(=O)c2ccccc2C1=O)c1ccc(Br)cc1	19	-5
Nc1nc(CCl)nc(Nc2ccccc2)n1	5	1
C[C@H](NC(=O)c1nc[nH]c1C(=O)NCc1ccccc1)c1ccccc1	-1	3
NNC(=O)CN1C(=O)C2(OCCO2)c2ccccc21	4	1
O=C(CC1(O)C(=O)N(Cc2ccccc2Cl)c2ccccc21)c1ccco1 (stereo not given)	46	-23
COc1ccccc1OC(=O)c1ccc(SC)cc1OC	-10	-6
COc1cc(CNCCNC(=O)c2nonc2N)ccc1OCc1ccc(Cl)cc1	-2	5
CCSc1ccc([C@@H]2[C@H]3C(=O)N(CC)C(=O)[C@H]3[C@]3(C(=O)OC)CCCCN23)cc1OC	4	0
Cc1cccc(OCCOC(=O)C2CCN(S(=O)(=O)c3cccs3)CC2)c1	9	-2

Single records (already shown). Values in the order: H9c2 TAG inh, H9c2 TAG inh DAPI viability
COc1ccnc(CN(C)C(=O)C2CCC(=O)N(Cc3cccc(C(F)(F)F)c3)C2)c1 (stereo not given) in the list: -4, -8
O=C(Nc1ccc2c(c1)OCO2)C1CC(c2ccc(F)cc2)=NO1 (stereo not given) in the list: 8, -3
CCn1c(/C=C/c2cc[n+](C)cc2)nc2ccccc21 in the list: 10, 21
O=C(c1cccc(C(F)(F)F)c1)N1CCC(=O)N(C(CO)Cc2ccccc2)CC1 (stereo not given) in the list: 1, -1
CCOc1ccc(CCNC(=O)CN2CCN(Cc3ccccc3F)C2=O)cc1OCC in the list: 60*, -4.5*

3 entries already listed, sorted by heavy-atom count, smallest number first:
molecule	H9c2 TAG inh	H9c2 TAG inh DAPI viability
CN(C)CCNC(=O)c1cccc(-c2cccc3nncn23)c1	11	-5
CCOC1(/N=C(\C)NS(=O)(=O)c2ccc(Cl)cc2)C(C)=CC(=O)C=C1C	-6	1
COc1ccc(S(=O)(=O)N2CCOCC2)cc1NC(=O)COC(=O)CCS(=O)(=O)c1ccc(C)cc1	16	-3

Next results:
molecule	H9c2 TAG inh	H9c2 TAG inh DAPI viability
Cc1cccc(N2CCN(C(=O)CC(NC(=O)c3ccccc3)c3ccccc3)CC2C)c1 (stereo not given)	20	1
O=C(NCc1ccncc1)c1cc(C(=O)C2CCCCC2)c[nH]1	5	-1
CC(=O)CSc1nnc(-c2cnccn2)n1-c1ccccc1	-23	1
O=[N+]([O-])c1cccc2cnccc12	-14	1
CC1(Oc2cccc(C#N)c2)CCN(Cc2ccccc2OC(F)F)C1 (stereo not given)	12	0
COc1ccc(S(=O)(=O)Nc2cccc3c2O[C@H](CN(C)CC2CC2)[C@@H](C)CN([C@H](C)CO)C3=O)cc1	-3	-10
COc1cccc(Nc2nc3ccccc3n3cnnc23)c1	16	1
O=C(NN1C(=O)c2ccccc2NC1c1ccc([N+](=O)[O-])o1)c1ccc([N+](=O)[O-])cc1 (stereo not given)	8	1
COc1cccc2cc(C(=O)NNC(=O)c3ccc(Br)cc3)c(=O)oc12	-25	-13
O=C(Nc1ccccc1O)N1c2ccccc2Sc2ccccc21	-5	-5
O=[N+]([O-])c1ccc(Oc2cccc(C(F)(F)F)c2)nc1	-10	1
CC(NC(=O)C1CCCO1)c1ccccc1 (stereo not given)	-2	8
Cc1cc(NC(=O)Cn2nc(C)c([N+](=O)[O-])c2C)no1	-8	12
COc1ccc(C2=NS(=O)(=O)N(C)C(C(=O)NCc3ccc4c(c3)OCO4)=C2)cc1OC	-5	-7
CCCN1CCN(CCCNC(=O)Cn2ncc3c4ccccc4n(C)c3c2=O)CC1	28	3
NC(CCc1ccccc1)c1csc(NC(=O)Nc2cccc(C(F)(F)F)c2)n1 (stereo not given)	131	-94
O=C(COC(=O)c1ccccc1[N+](=O)[O-])NC(=O)c1ccccc1	3	2
CN(C(=O)CCN1C(=O)C(C)(C)Nc2ccccc21)c1ccccc1	-10	-3
Cc1ccccc1NC(=O)c1ccccc1N(C)S(=O)(=O)c1ccccc1	4	-11
CCOC(=O)CC1Sc2ccccc2NC1=S (stereo not given)	3	-3
CCCCc1nnc(NC(=O)C(C)Sc2nc(O)c(Cc3ccccc3)c(=O)[nH]2)s1 (stereo not given)	12	-5
O=C(CCc1ccccc1)NCc1ccc(F)cc1	-5	4
CC(C)NC(=O)N(C)C[C@H]1Oc2ccc(NS(=O)(=O)c3ccccc3)cc2C(=O)N([C@H](C)CO)C[C@@H]1C	-5	-7
Cc1ccc(NC(=O)CC2SCCNC2=O)cc1[N+](=O)[O-] (stereo not given)	6	5
CC1CN(C(=O)COC(=O)c2cc3ccccc3cc2O)CC(C)O1 (stereo not given)	-7	-1
O=C(Cc1ccccc1[N+](=O)[O-])c1ccc2c(c1)OCO2	-32	8
COc1cccc(CN(C)C(=O)c2cc(S(=O)(=O)N3CCCCCC3)ccc2OC)c1	2	-16
CCOc1ccc(C(=O)NCC(=O)OCC(=O)N2C(C)CCCC2C)cc1 (stereo not given)	-5	-9
CCCOc1c(Cl)cc(C(=O)NC)cc1OC	8	-8
C=CCn1c(C(CC)CC(C)(C)O)n[nH]c1=S (stereo not given)	4	2
S=C(N/N=C/c1ccc2c(c1)OCO2)NC1CC2CCC1C2 (stereo not given)	-3	7
COC(=O)c1cccc(NC(=S)N2CCN(c3ccccc3F)CC2)c1	6	-2
CN(C)S(=O)(=O)N1CCC(Oc2ccc(C(=O)NC3CCCCC3)cc2)CC1	12	2
Cc1nc2ncnn2c(C)c1Cc1ccc(Cl)cc1F	-4	-3
COc1cccc(CN2CCN(C(=O)c3cc(-c4cccnc4)nc4ccc(C)cc34)CC2)c1	6	-2
Cc1ccc(C(=O)Cn2c(=N)n(N)c3ccccc32)cc1	7	9
CC(/C=C/c1ccccc1)=N/NC(=O)c1nc2nc(C)cc(C)n2n1	-3	5
CC1=C(C(=O)Nc2ccccc2F)C(c2ccsc2)C2=C(CC(c3ccccc3)CC2=O)N1 (stereo not given)	1	1
CCOc1ccc(Nc2ccc(S(=O)(=O)N3CCN(C)CC3)cc2[N+](=O)[O-])cc1OCC	5	8
CC(=O)c1ccc(S(=O)(=O)N(CC(=O)NC2CC2)Cc2ccc(F)cc2)cc1	15	0
CCN1C(=O)N[C@@H](c2ccc(Br)cc2)C(C(=O)OC)=C1C	-25	3
N#CCSc1nnc(SCC#N)s1	3	-3
CCCC12CN3CC(C)(CN(C1)C3c1ccc(OC)cc1)C2=O (stereo not given)	-21	7
COc1cccc(-c2nc3n(n2)C(c2ccc4c(c2)OCO4)C(C(N)=O)=C(C)N3)c1 (stereo not given)	0	7
NNC(=O)c1cccnc1Oc1ccccc1	-5	0
CC(C)Oc1ccc(S(=O)(=O)N2CCOCC2)cc1NC(=O)C1CCCC1	-1	0

A section from the list above, for reference:
molecule	H9c2 TAG inh	H9c2 TAG inh DAPI viability
S=C(N/N=C/c1ccc2c(c1)OCO2)NC1CC2CCC1C2 (stereo not given)	-3	7
COC(=O)c1cccc(NC(=S)N2CCN(c3ccccc3F)CC2)c1	6	-2
CN(C)S(=O)(=O)N1CCC(Oc2ccc(C(=O)NC3CCCCC3)cc2)CC1	12	2

Assay outcomes as filed in PubChem BioAssay.
